MC4R antag cAMP = MC4R antagonists of cAMP signaling, primary screen, cell-based, TR-FRET, antagonist arm of biased-ligand search | 360,000 compounds, 0.48% hits | Melanocortin receptor 4 (Homo sapiens), P32245 | inhibition, % at 6.5 µM | MC4R-expressing cells, MTII-stimulated cAMP, LANCE TR-FRET;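 active = inhibition above its plate's cutoff, the mean of tested wells on that plate plus 3 SD, cut at about 29% in these data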;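 also: 0% = Melanotan II alone and 100% = Melanotan II plus saturating MCL0020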
Target sequence (P32245 whole entry, looked up): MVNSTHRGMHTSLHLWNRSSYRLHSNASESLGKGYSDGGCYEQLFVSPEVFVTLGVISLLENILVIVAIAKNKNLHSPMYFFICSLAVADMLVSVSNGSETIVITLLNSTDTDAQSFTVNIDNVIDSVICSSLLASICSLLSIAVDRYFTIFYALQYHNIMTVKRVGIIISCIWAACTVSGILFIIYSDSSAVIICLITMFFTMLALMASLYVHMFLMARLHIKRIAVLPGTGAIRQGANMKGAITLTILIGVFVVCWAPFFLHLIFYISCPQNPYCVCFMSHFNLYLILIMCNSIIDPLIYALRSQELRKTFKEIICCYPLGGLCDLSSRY
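Material: human MC4R-expressing U2OS cells. Probe or stimulus: Melanotan II challenge. Dosing: 6.5 µM single dose. Times: 30-min compound, 1-h challenge, 1-h detection, room temperature. Technique: TR-FRET with Eu-cAMP and labeled anti-cAMP, 671 nm. Replication: singlicate.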
NOD2 RIPK2 PPI = NOD2-RIPK2 binding disruptors in cells, primary screen, fluorescence, CHO cells, BLA complementation. inhibition, % at 4.98 µM. CCF4 ratio. 360,000 compounds, 0.38% hits; in the data active = inhibition above about 21%;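 also: 0% = vehicle only and 100% = reference blocker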
Target sequence (O43353 whole entry, looked up): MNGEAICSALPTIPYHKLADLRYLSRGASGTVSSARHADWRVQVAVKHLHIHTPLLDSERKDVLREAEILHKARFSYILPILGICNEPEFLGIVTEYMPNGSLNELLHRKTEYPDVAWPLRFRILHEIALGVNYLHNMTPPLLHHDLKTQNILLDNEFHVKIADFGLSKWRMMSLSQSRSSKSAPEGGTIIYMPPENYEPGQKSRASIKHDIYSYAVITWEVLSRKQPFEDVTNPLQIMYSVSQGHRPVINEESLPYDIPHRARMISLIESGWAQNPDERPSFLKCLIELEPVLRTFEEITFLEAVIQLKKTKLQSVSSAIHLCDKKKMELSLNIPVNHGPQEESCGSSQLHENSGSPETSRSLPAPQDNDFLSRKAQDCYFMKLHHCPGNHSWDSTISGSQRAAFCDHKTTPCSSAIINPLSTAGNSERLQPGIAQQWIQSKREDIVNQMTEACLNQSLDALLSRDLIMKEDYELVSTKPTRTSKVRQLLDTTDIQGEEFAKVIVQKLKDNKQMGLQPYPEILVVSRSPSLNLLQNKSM
MC4R ag barr = MC4R agonists recruiting beta-arrestin, primary screen, cell-based, luminescence, agonist arm of biased-ligand search; Melanocortin receptor 4 (Homo sapiens), P32245; U2OS MC4R beta-arrestin complementation; percent of melanotan II response, DMSO zero; activation, % at 8.9 µM; 360,000 compounds, 0.98% hits; AID 540308, 2011;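 active = activation above a per-plate cutoff, the mean activation of sample wells on that plate plus 3 SD, cut at about 8% in these data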
COUP-TFII inh = NR2F2 transcriptional activity inhibitors, primary screen, cell-based, luciferase reporter, HEK293T, luminescence | HEK293T NGFI-A luciferase reporter | inhibition, % at 8.6 µM | 370,000 compounds, 0.7% hits | AID 686940, 2013;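 active = inhibition above a per-plate cutoff, mean inhibition of test wells between control levels plus 3 SD, cut at about 38% in these data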;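 also: cells cotransfected with COUP-TFII expression vector driving the NGFI-A reporter; 0% = median of COUP-TF2 test wells and 100% = reporter-only cells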
SRC2 inh = inhibition of GAL4-SRC2 driven luciferase reporter, primary screen, SRC2 inhibitor project, cell-based, luminescence | HEK293 GAL4-SRC2 luciferase reporter | inhibition, % at 9 µM | 370,000 compounds, 0.17% hits;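 active = inhibition above the mean inhibition of all tested compounds plus 3 SD, set per campaign, cut at about 52% in these data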;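 also: 0% = DMSO treated cells and 100% = cells given Gossypol at 36 µM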
ABHD5-PLIN5 inh = ABHD5-PLIN5 interaction inhibitors, primary screen, cell lysate, split luciferase complementation, luminescence. Perilipin-5 (Homo sapiens) + 1-acylglycerol-3-phosphate O-acyltransferase ABHD5 (Homo …. Split G. princeps luciferase complementation, 4 h. inhibition, % at 4 µM. 360,000 compounds, 0.78% hits;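 active = inhibition above the mean inhibition across every tested compound plus 3 SD, cut at about 22% in these data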;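 also: 0% = DMSO only wells and the 100% control is not disclosed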
TLR9-MyD88 inh = inhibitors of TLR9-MyD88 association in cells, primary screen, cell-based, CHO, BLA complementation, fluorescence | Toll-like receptor 9 (Homo sapiens) + Myeloid differentiation primary response protein … | CCF4 FRET ratio | inhibition, % at 4.98 µM | 340,000 compounds, 0.21% hits;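 active = inhibition above the mean over all tested compounds plus 3 SD, cut at about 21% in these data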;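 also: 0% = DMSO only wells and 100% = clavulanate BLA inhibitor control wells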
NR5A2 inv ag = LRH-1 (NR5A2) inverse agonists, primary screen, cell-based, luminescence, HEK293T, StAR-luciferase reporter. LRH-1 transfected, 24 h. Nuclear receptor subfamily 5 group A member 2 (Homo sapiens), O00482. 360,000 compounds, 0.13% hits. inhibition, % at 3.6 µM. AID 602396, 2012;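 active = inhibition above the mean inhibition of all tested compounds plus 3 SD, cut at about 73% in these data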;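 also: 0% = DMSO wells and 100% = reporter-only cells lacking LRH-1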
LMP1 NFkB inh = EBV LMP1-driven NF-kappaB luciferase reporter inhibitors, primary screen, cell-based, luminescence, single point; inhibition, % at 12.5 µM; LMP1-induced NF-kappaB luciferase reporter cells; 350,000 compounds, 0.69% hits; in the data active = inhibition above about 41%;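 also: 0% = neutral control wells and 100% = reference inhibitor control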
SRC3 inh = SRC3 coactivator transcriptional activity inhibitors, primary screen, cell-based, luminescence. inhibition, % at 3.6 µM. 360,000 compounds, 0.17% hits. Nuclear receptor coactivator 3 (Homo sapiens), Q9Y6Q9. HEK293 GAL4-SRC3 luciferase reporter. AID 588352, 2011;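 active = inhibition above a per-campaign cutoff, the mean of all compounds plus 3 SD, cut at about 60% in these data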;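 also: 0% = DMSO-treated cells and 100% = gossypol-treated cells at 36 µM; higher means less SRC3-driven luciferase light from the GAL4 reporter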
SRC1 inh = SRC1 coactivator transcriptional activity inhibitors, primary screen, cell-based, luminescence; 360,000 compounds, 0.12% hits; AID 588354, 2011; inhibition, % at 3.6 µM; HEK293 GAL4-SRC1 luciferase reporter;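 active = inhibition above the campaign mean plus 3 SD, with each screening campaign given its own cutoff, cut at about 60% in these data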;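 also: 0% = DMSO treated cells and 100% = gossypol at 36 µM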
* = called active by the depositor.

O=C(CCNC(=O)N1CCn2c1nc1ccccc12)NCc1ccc(F)cc1 was read as MC4R antag cAMP -2, NOD2 RIPK2 PPI 0, MC4R ag barr -3.2, COUP-TFII inh 3, SRC2 inh -2, ABHD5-PLIN5 inh 0, TLR9-MyD88 inh -8, NR5A2 inv ag 2, LMP1 NFkB inh -4, SRC3 inh 6 and SRC1 inh 1.
O=C(c1cccnc1)C1Cc2ccccc2C1=O (stereo not given) was read as MC4R antag cAMP 24, NOD2 RIPK2 PPI -4, MC4R ag barr 0.8, COUP-TFII inh -2, SRC2 inh 0, ABHD5-PLIN5 inh -6, TLR9-MyD88 inh 2, NR5A2 inv ag -3, LMP1 NFkB inh -2, SRC3 inh -12 and SRC1 inh -6.
CCN(CC)c1ccc(S(=O)(=O)N2CCOCC2)cc1NC(=O)CN1C(=O)NC2(CCCC2)C1=O was read as MC4R antag cAMP -3, NOD2 RIPK2 PPI -7, MC4R ag barr -2.4, COUP-TFII inh -2, SRC2 inh 5, ABHD5-PLIN5 inh 3, TLR9-MyD88 inh -2, NR5A2 inv ag -16, LMP1 NFkB inh -4, SRC3 inh -14 and SRC1 inh -2.
For COc1cc(NC(=O)c2nnn(Cc3ccc(SC)cc3)c2N)cc(OC)c1 the results were MC4R antag cAMP -1, NOD2 RIPK2 PPI 1, MC4R ag barr -0.5, COUP-TFII inh -19, SRC2 inh -21, ABHD5-PLIN5 inh -5, TLR9-MyD88 inh 2, NR5A2 inv ag 0, LMP1 NFkB inh 1, SRC3 inh 27 and SRC1 inh -14.
c1coc(CNc2c3c(nc4ncnn24)CCCC3)c1 was read as MC4R antag cAMP -5, NOD2 RIPK2 PPI 0, MC4R ag barr -1.2, COUP-TFII inh -9, SRC2 inh -1, ABHD5-PLIN5 inh 1, TLR9-MyD88 inh -1, NR5A2 inv ag -3, LMP1 NFkB inh 1, SRC3 inh -4 and SRC1 inh -12.
COc1ccccc1C(=O)Nc1ccc(NC(=O)c2ccco2)c(C)c1 was read as MC4R antag cAMP -5, NOD2 RIPK2 PPI -1, MC4R ag barr -0.7, COUP-TFII inh -15, SRC2 inh -18, ABHD5-PLIN5 inh 1, TLR9-MyD88 inh 3, NR5A2 inv ag -16, LMP1 NFkB inh 1, SRC3 inh 10 and SRC1 inh 2.
Screening Cc1cccc(NC(=S)/N=C(\N)Nc2nc(C)c3ccc(C)cc3n2)c1 returned MC4R antag cAMP 3, NOD2 RIPK2 PPI 1, MC4R ag barr -1.5, COUP-TFII inh 19, SRC2 inh 0, ABHD5-PLIN5 inh -11, TLR9-MyD88 inh -7, NR5A2 inv ag 0, LMP1 NFkB inh 9, SRC3 inh 8 and SRC1 inh -50.
`O=C(O)CCc1ccc(NCc2cccc(Oc3ccccc3)c2)cc1` gave MC4R antag cAMP 5, NOD2 RIPK2 PPI -26, MC4R ag barr 1.1, COUP-TFII inh -22, SRC2 inh 28, ABHD5-PLIN5 inh -2, TLR9-MyD88 inh 0, NR5A2 inv ag -5, LMP1 NFkB inh -7, SRC3 inh 19 and SRC1 inh -17.
For O=C(Nc1cc(-c2ccccc2)[nH]n1)c1ccccc1 the results were MC4R antag cAMP 3, NOD2 RIPK2 PPI 1, MC4R ag barr -0.4, COUP-TFII inh -27, SRC2 inh -43, ABHD5-PLIN5 inh 0, TLR9-MyD88 inh -4, NR5A2 inv ag -162, LMP1 NFkB inh -13, SRC3 inh -77 and SRC1 inh -103.
`C#CC1(NC(=O)NS(=O)(=O)c2ccc(C)cc2)CCCCC1` gave MC4R antag cAMP 4, NOD2 RIPK2 PPI 4, MC4R ag barr 0.8, COUP-TFII inh -2, SRC2 inh -3, ABHD5-PLIN5 inh 5, TLR9-MyD88 inh 1, NR5A2 inv ag 8, LMP1 NFkB inh -3, SRC3 inh 19 and SRC1 inh 10.
Screening COc1ccc(C2c3ccc4ccccc4c3Oc3ncn(CCO)c(=N)c32)cc1OC (stereo not given) returned MC4R antag cAMP 12, NOD2 RIPK2 PPI -1, MC4R ag barr 1.8, ABHD5-PLIN5 inh -5, TLR9-MyD88 inh 1, NR5A2 inv ag -13, LMP1 NFkB inh -3, SRC3 inh -9 and SRC1 inh -36.
Screening Cc1nn2c(-c3ccccn3)ccnc2c1Cl returned MC4R antag cAMP -4, NOD2 RIPK2 PPI 1, MC4R ag barr -2.6, COUP-TFII inh 10, SRC2 inh -39, ABHD5-PLIN5 inh 3, TLR9-MyD88 inh 3, NR5A2 inv ag 3, LMP1 NFkB inh -3, SRC3 inh 7 and SRC1 inh 4.
Screening Cc1cccc(C)c1NC(=O)CN(c1ccccn1)S(=O)(=O)c1ccccc1 returned MC4R antag cAMP 9, NOD2 RIPK2 PPI 2, MC4R ag barr -4.0, COUP-TFII inh 8, SRC2 inh -7, ABHD5-PLIN5 inh 5, TLR9-MyD88 inh -5, NR5A2 inv ag 9, LMP1 NFkB inh 8, SRC3 inh 4 and SRC1 inh -8.
Screening Cc1cc(C(=O)COC(=O)CCCN2C(=O)c3ccccc3C2=O)c(C)n1C returned MC4R antag cAMP 7, NOD2 RIPK2 PPI -5, MC4R ag barr -0.4, COUP-TFII inh 10, SRC2 inh -11, ABHD5-PLIN5 inh 0, TLR9-MyD88 inh 7, NR5A2 inv ag 2, LMP1 NFkB inh -2, SRC3 inh -8 and SRC1 inh -7.
`COc1cc(CC(=O)N(c2ccccc2)c2nc(C)cs2)cc(OC)c1OC` gave MC4R antag cAMP 18, NOD2 RIPK2 PPI -9, MC4R ag barr 0.3, COUP-TFII inh 8, SRC2 inh 15, ABHD5-PLIN5 inh -2, TLR9-MyD88 inh 7, NR5A2 inv ag -9, LMP1 NFkB inh 52*, SRC3 inh -3 and SRC1 inh -36.

Arranged by number of heavy atoms (descending): 3 of the compounds above.
O=C(CCNC(=O)N1CCn2c1nc1ccccc12)NCc1ccc(F)cc1 was read as MC4R antag cAMP -2, NOD2 RIPK2 PPI 0, MC4R ag barr -3.2, COUP-TFII inh 3, SRC2 inh -2, ABHD5-PLIN5 inh 0, TLR9-MyD88 inh -8, NR5A2 inv ag 2, LMP1 NFkB inh -4, SRC3 inh 6 and SRC1 inh 1.
c1coc(CNc2c3c(nc4ncnn24)CCCC3)c1 was read as MC4R antag cAMP -5, NOD2 RIPK2 PPI 0, MC4R ag barr -1.2, COUP-TFII inh -9, SRC2 inh -1, ABHD5-PLIN5 inh 1, TLR9-MyD88 inh -1, NR5A2 inv ag -3, LMP1 NFkB inh 1, SRC3 inh -4 and SRC1 inh -12.
O=C(c1cccnc1)C1Cc2ccccc2C1=O (stereo not given) was read as MC4R antag cAMP 24, NOD2 RIPK2 PPI -4, MC4R ag barr 0.8, COUP-TFII inh -2, SRC2 inh 0, ABHD5-PLIN5 inh -6, TLR9-MyD88 inh 2, NR5A2 inv ag -3, LMP1 NFkB inh -2, SRC3 inh -12 and SRC1 inh -6.

Continued.
`CN(Cc1cnccn1)Cc1nc(Cc2ccccc2Cl)no1` gave MC4R antag cAMP 6, NOD2 RIPK2 PPI 4, MC4R ag barr -1.2, COUP-TFII inh 0, SRC2 inh -29, ABHD5-PLIN5 inh -1, TLR9-MyD88 inh 9, NR5A2 inv ag 16, LMP1 NFkB inh -13, SRC3 inh 12 and SRC1 inh -7.
Screening C=C(C)C1CC=C(C)/C(=N/NC(=O)c2ccc(NC(=O)c3cccc(C)c3)cc2)C1 (stereo not given) returned MC4R antag cAMP 14, NOD2 RIPK2 PPI -7, MC4R ag barr 1.9, COUP-TFII inh -13, SRC2 inh -14, ABHD5-PLIN5 inh 0, TLR9-MyD88 inh -2, NR5A2 inv ag 3, LMP1 NFkB inh 8, SRC3 inh 20 and SRC1 inh 6.
COc1ccc(N(C)C(=O)c2cn(CC(C)C)c(=O)c3cc(OC)c(OC)cc23)c(OC)c1 was read as MC4R antag cAMP 0, NOD2 RIPK2 PPI -16, MC4R ag barr 2.4, COUP-TFII inh -20, SRC2 inh 1, ABHD5-PLIN5 inh 10, TLR9-MyD88 inh -16, NR5A2 inv ag -6, LMP1 NFkB inh 6, SRC3 inh -6 and SRC1 inh 20.
For CCOc1cccc(CNCc2ccncc2)c1 the results were MC4R antag cAMP -4, NOD2 RIPK2 PPI -8, MC4R ag barr 0.8, COUP-TFII inh 24, SRC2 inh 29, ABHD5-PLIN5 inh 2, TLR9-MyD88 inh -6, NR5A2 inv ag 18, LMP1 NFkB inh 3, SRC3 inh 1 and SRC1 inh 7.
`CN1CCNC(=O)C1CC(=O)NCCC1=CCCCC1` (stereo not given) gave MC4R antag cAMP -1, NOD2 RIPK2 PPI 1, MC4R ag barr -0.7, COUP-TFII inh 14, SRC2 inh 20, ABHD5-PLIN5 inh 1, TLR9-MyD88 inh -6, NR5A2 inv ag 10, LMP1 NFkB inh -2, SRC3 inh 11 and SRC1 inh -4.
Screening O=C1CCCCC1Sc1nnc(Nc2ccccc2)s1 (stereo not given) returned MC4R antag cAMP 4, NOD2 RIPK2 PPI 0, MC4R ag barr -0.8, COUP-TFII inh -39, SRC2 inh -63, ABHD5-PLIN5 inh -5, TLR9-MyD88 inh 9, NR5A2 inv ag -85, LMP1 NFkB inh -36, SRC3 inh -44 and SRC1 inh -67.
Nc1ncnc2c1ncn2[C@@H]1O[C@H](CNC(=O)[C@@H]2CCC(=O)N2)[C@@H](O)[C@H]1O was read as MC4R antag cAMP 3, NOD2 RIPK2 PPI 8, MC4R ag barr 0.3, ABHD5-PLIN5 inh -6, TLR9-MyD88 inh 3, NR5A2 inv ag -6, LMP1 NFkB inh -8, SRC3 inh -12 and SRC1 inh 1.
Screening CC1CC(OCC(O)CN2CCN(Cc3ccccc3)CC2)CC(C)(C)C1 (stereo not given) returned MC4R antag cAMP 2, NOD2 RIPK2 PPI -1, MC4R ag barr 1.6, COUP-TFII inh 3, SRC2 inh 22, ABHD5-PLIN5 inh 10, TLR9-MyD88 inh 10, NR5A2 inv ag 3, LMP1 NFkB inh 0, SRC3 inh 1 and SRC1 inh 9.

High-throughput results from PubChem BioAssay.

Only part of the results is shown (hit frequency here may not be typical).
